# Assay outcomes from PubChem.
# TbREL1 primary – TbREL1 inhibition, primary screen | TbREL1 RNA ligation, FRET fluorescence | 0.49% of 89,000 active | P86926 | inhibition, % at 9.66 µM;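 active = inhibition above the mean inhibition across all screened compounds plus 3 SD, cut at about 11% in these data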;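 note: 0% = plate median of test wells and 100% = NSC42067 control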
# Target sequence (P86926 whole entry, looked up): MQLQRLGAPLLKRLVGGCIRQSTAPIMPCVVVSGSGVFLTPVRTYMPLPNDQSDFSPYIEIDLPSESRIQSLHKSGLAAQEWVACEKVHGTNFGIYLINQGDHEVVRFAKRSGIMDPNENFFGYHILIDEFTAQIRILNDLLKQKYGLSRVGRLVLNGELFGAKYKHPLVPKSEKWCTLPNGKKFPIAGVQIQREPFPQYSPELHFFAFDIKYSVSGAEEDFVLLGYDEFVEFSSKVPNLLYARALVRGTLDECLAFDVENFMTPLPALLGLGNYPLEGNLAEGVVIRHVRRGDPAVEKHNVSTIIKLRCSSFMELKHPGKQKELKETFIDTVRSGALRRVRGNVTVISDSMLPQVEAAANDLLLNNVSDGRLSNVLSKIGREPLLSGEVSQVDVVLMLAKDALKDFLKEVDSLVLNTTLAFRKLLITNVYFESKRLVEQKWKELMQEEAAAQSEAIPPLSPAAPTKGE
# * marks the source's active call; other numbers are inactive results.
SMILES,TbREL1 primary
COC(=O)C1=C(c2ccccc2OCc2ccccc2)C[C@@H]2CC[C@H]1N2C(=O)NC1CCN(Cc2ccccc2)CC1,-1
Cc1cc(N2CCNC[C@H]2C)ccc1N1CC[C@@H](O)C1,0
O=C(c1cccn2c(=O)c3cc(Cl)ccc3nc12)N1CCC2(CC1)OCCO2,1
O=C(CN1CC(c2ccccc2)CC1=O)Nc1cccc(F)c1 (configuration not stated),-1
O=C(NCc1ccc(C(=O)N2CCC3(CC2)OCCO3)cc1)c1ccc2c(c1)OCO2,6
O=S(=O)(c1ccc(Cl)cc1)N1Cc2cc(Br)ccc2-n2nncc2C1,8
O=C1NC(=S)NC(=O)C1=Cc1ccc(OCc2ccccc2)cc1,1
N#CC1(c2ccccc2)CCN(C2CC(=O)N(c3cccc(F)c3)C2=O)CC1 (configuration not stated),-1
COC(=O)C1=C(c2ccc(Cl)c(C(F)(F)F)c2)C[C@@H]2CC[C@H]1N2C(=O)NCc1cc(C)oc1C(F)(F)F,-1
O=c1[nH]cc(N(CCCl)CCCl)c(=O)[nH]1,0
CCSc1nnc([C@@H](N)Cc2c[nH]c3ccccc23)o1,-2
COC(=O)C1=C(c2ccc(F)cc2F)C[C@@H]2CC[C@H]1N2C(=O)NCc1ccc(F)cc1,-1
O=C1NCN(c2ccccc2)C12CCN(C(c1ccccc1)c1nnnn1-c1ccc3c(c1)OCCO3)CC2 (configuration not stated),8
CC(C)N1OC2CC1c1nc3ccccc3n1C2 (configuration not stated),3
CC(=O)Nc1ccc(OC(=O)N2CCCCC2)cc1,0
CN(C)C1=C(C#N)C(c2ccccc2)=NP(N(C)C)(N(C)C)=N1,-3
O=c1[nH]c(=O)n(-c2ccccc2)c(O)c1/C=C/C=Nc1ccccc1,3
COc1ccccc1NC1=NCCS1,6
O=C(CN1CC(c2ccccc2)CC1=O)NCc1ccc(F)cc1 (configuration not stated),0
COc1cc(CC2(CCc3ccncc3)C(=O)NC(=O)NC2=O)cc(OC)c1OC,-2
Cc1cc(Oc2ccc(C(F)(F)F)cc2[N+](=O)[O-])c2c3c(c(=O)oc2c1)CCCC3,1
CN1CCN(c2c(F)cc([N+](=O)[O-])c(N)c2Br)CC1,-1
CC(C)(C)N1CC(C(=O)c2ccccc2)C1c1ccccc1 (configuration not stated),0
CC(=O)Nc1ccccc1C(=O)OCc1ccc(C(=O)c2ccccc2)cc1,6
O=C(O)c1ccc(N=Cc2c(O)n(Cc3ccc(F)cc3)c(=O)[nH]c2=O)cc1,0
O=c1[nH]c(=O)n(Cc2ccccc2)c(O)c1/C=C1\C=Nc2ccccc21,-1
COc1ccc(-c2cc(=NCCCCCC(=O)O)c3cc(C)ccc3o2)cc1,4
Nc1ccc2c(c1)oc1ccccc12,0
Cc1cc(Br)ccc1N1C(=O)CC(=O)NC1=O,-2
CC(C)NCC(O)c1ccc(C2CCCC2)cc1 (configuration not stated),3
CC(=NCc1ccco1)c1c(O)n(-c2ccc(Cl)cc2)c(=O)[nH]c1=O,0
Cc1ccc2c(c1)NP(=S)(Oc1ccccc1)N2 (configuration not stated),0
CCCCn1c(O)c(C(CC)=NCCCn2ccnc2)c(=O)[nH]c1=O,1
CCOP(=O)(OCC)C(CC)N1CCOCC1 (configuration not stated),1
COC(=O)CC1(CC(=O)OC)C(=O)NC(=O)NC1=O,0
CCCCC(=O)N/N=C/c1c(O)n(CCC2=CCCCC2)c(=O)[nH]c1=O,-7
CCOC(=O)[C@@]1(C#N)[C@@H]2C=CC(C(N)=O)=CN2[C@@H](C(N)=O)[C@@H]1c1cccc(Cl)c1,-3
CCOc1ccc(N=Cc2c(O)n(-c3cc(C)cc(C)c3)c(=O)[nH]c2=O)cc1,0
CSCCC(N=Cc1c(O)n(-c2ccc(F)cc2)c(=O)[nH]c1=O)C(=O)OC(C)(C)C (configuration not stated),-4
CCOC(=O)[C@]12Cc3cc(OC)ccc3[C@H]1N(Cc1ccccc1)C(=O)c1ccccc12,0
Cc1cccc(C)c1-n1nnnc1C(c1cccc2ccccc12)N1CCC(n2c(=O)[nH]c3ccccc32)CC1 (configuration not stated),4
COc1cc2c3cc1Oc1c(OC)c(OC)cc4c1[C@H](Cc1ccc(cc1)Oc1cc(ccc1O)C[C@H]3N(C)CC2)N(C)CC4,-1
CCCNC(=O)N1[C@H]2CC[C@@H]1C(C(=O)OC)=C(c1ccc(OC(F)(F)F)cc1)C2,-2
O=C(NC1CCCCC1)N1Cc2cc(N3CCCCC3)ccc2-n2nncc2C1,-4
CC1C(OC(=O)CCC(=O)NC(C)(C)CO)O[C@H]2OC3(C)CC[C@H]4[C@H](C)CCC1C24OO3 (some centres not stated),-3
Cn1c(O)c(C=NCCN2CCN(C(=O)c3ccccc3)CC2)c(=O)n(C)c1=O,-2
CCCCCn1c(=O)c(C(=O)Nc2c(C)n(C)n(-c3ccccc3)c2=O)c(O)c2ccccc21,1
CN1CCC(N(C)c2ccc(C(N)=O)cc2[N+](=O)[O-])CC1,1
CCCSc1nc(O)c(CC)c(=O)n1C(C)CC (configuration not stated),-3
CCCCCN1C(=O)c2cc(OC)ccc2[C@@]2(C(=O)OCC)Cc3cc(OC)ccc3[C@@H]12,6

# Going on with the list.
SMILES,TbREL1 primary
CCOc1ccc(-n2c(O)c(N=Nc3c(C)n(C)n(-c4ccccc4)c3=O)c(=O)[nH]c2=O)cc1,4
Cc1ccc(C(=O)Nc2ccc(Cl)cc2C(=O)c2ccccc2)cc1,5
CCOC(=O)C1(c2ccccc2)CCN(CCC(=O)Nc2ccc(C(=O)OC)cc2)CC1,-2
O=C(Nc1ccc2ccccc2c1)N1C[C@H]2C[C@@H](C1)c1cccc(=O)n1C2,-2
CCCCN1CCN(C(=O)COc2cc(=O)n(C)c3ccccc23)CC1,-4
c1cc2c(cc1N1CCOCC1)CNCc1cnnn1-2,1
CCOC(=O)C1(CCc2ccccc2)CCN(CC(O)CO)CC1 (configuration not stated),-1
O=C(CN1C(=O)CN=C(c2ccccc2)c2cc(Cl)ccc21)NC1CCCCC1,5
CCOP(=O)(OCC)C(NC(C)=O)C(Cl)(Cl)Cl (configuration not stated),2
COC(=O)C1=C(c2ccc(-c3ccccc3)c(F)c2)C[C@@H]2CC[C@H]1N2C(=O)N1CCc2cc(OC)c(OC)cc2C1,1
O=C1NC(=O)N(Cc2ccco2)C(=O)/C1=C\c1cccn1CCOc1ccccc1,2
O=C(c1cc2ccccc2oc1=O)N1CCC2(CC1)OCCO2,5
CC(c1ccccc1)n1cc(C(=O)NC2CCCC2)nn1 (configuration not stated),-2
CCCCOC(=O)COc1cc(C)cc2oc(=O)c3c(c12)CCC3,5
CCN(CC)c1ccc(N=Cc2c(O)n(-c3ccc(Cl)cc3)c(=O)[nH]c2=O)cc1,1
COc1ccc(-c2ccc3c(c2)CN(C(=O)C(C)(C)C)Cc2cnnn2-3)cc1,1
CCCC/C(=N/O)c1c(C)[nH]c2ccccc12,6
c1ccc2c(CCNC3CCCCC3)c[nH]c2c1,4
CCN(CC)P(=O)(Oc1cccc(C)c1)N(CC)CC,-3
O=C1OCCN1P(=O)(c1ccccc1)c1ccccc1,-4
c1ccc(CNC2=NCCS2)cc1,-1
Cc1cccc(OCC(=O)N2CCN(Cc3ccncc3)CC2)c1,-2
CC(=O)N1CCC(N2CCCC(C(=O)c3cccc(Cl)c3)C2)CC1 (configuration not stated),-2
COc1ccc2c(c1O)C13CCN(C)C(C2)C1CCC(=O)C3 (configuration not stated),-1
Fc1ccc2c(c1)nnn2C1CCN(Cc2nnnn2C2CCCCC2)CC1,-3
Cc1ccc(Cn2nnnc2CN2CCC(n3nnc4cc(C(F)(F)F)ccc43)CC2)cc1,-1
CCCCn1c(O)c(C(CC)=NCc2ccc(F)cc2)c(=O)[nH]c1=O,-2
CN1CCN(Cc2ccc(OC(F)(F)F)cc2)CC1,8
CCN1CCN(C(=O)COc2ccc(S(=O)(=O)N3CCOCC3)cc2C)CC1,4
CCOC(=O)c1cn2nc(OP(=S)(OCC)OCC)cc2nc1C,1
CC1=C(C/C(C)=C/c2ccccc2)/C(=C/CO)[C@H](O)[C@](C)(O)C12CC2,-2
COCCNC(=O)c1c(NC(=O)c2ccc(Br)o2)n(Cc2ccccc2)c2nc3ccccc3nc12,-2
O=C(Nc1ccccc1)N1Cc2ccccc2-n2nncc2C1,5
Cc1ccc(-c2nc3ccccc3c(=O)n2-c2cc(C)ccn2)cc1,2
COc1ccccc1NC(=O)COC(=O)c1cn(C)c2ccccc12,0
CCOc1cc(-c2nc3c(C)cccn3c2NCC2CCCO2)ccc1O (configuration not stated),-5
COC(=O)C1=C(c2cccc(OCc3ccccc3)c2)C[C@@H]2CC[C@H]1N2C(=O)NCc1ccc(Cl)cc1,3
COC(=O)C1=C(c2c(C)noc2C)C[C@@H]2CC[C@H]1N2C(=O)NCCOc1ccccc1Cl,-2
CCCCC(=O)C1C(=O)NC(=O)NC1=O,1
O=C(CCCOc1ccc(Cl)cc1Cl)N1CCC2(CC1)OCCO2,-3
O=Cc1cn(Cc2ccccc2F)c2ccccc12,-5
Cc1nn(Cc2ccccc2Cl)c(C)c1C(=O)NC1CCCc2ccccc21 (configuration not stated),2
Cc1cc(C)c(C(=O)CN2CCOCC2)c(C)c1,6
O=c1c2ccccc2nc(-c2ccco2)n1-c1ccc(Br)cc1,3
O=C(CN1CC(c2ccccc2)CC1=O)Nc1ccc(F)cc1 (configuration not stated),1
CCC(=O)c1ccc(OCC(=O)N2CCN(CC(=O)Nc3ccccc3C(F)(F)F)CC2)cc1,-7
O=CC(Br)P(=O)(N1CCOCC1)N1CCOCC1 (configuration not stated),0
CCC(=Nc1ccc(OC)cc1OC)c1c(O)n(C2CCCCC2)c(=O)[nH]c1=O,-2
Fc1ccc(Cn2nnnc2CN2CCC(n3nnc4cc(C(F)(F)F)ccc43)CC2)cc1,3
COC(=O)C1=C(c2ccc(OC)c(OC)c2)C[C@@H]2CC[C@H]1N2C(=O)NCc1cc(C)oc1C(F)(F)F,-1

# The results go on.
SMILES,TbREL1 primary
COc1ccc(-n2nnnc2C(CCc2ccccc2)N2CCC(n3c(=O)[nH]c4ccccc43)CC2)cc1 (configuration not stated),-1
CN(C)C=C1C(=O)N(C2CCCCC2)C(=O)N(C2CCCCC2)C1=O,0
Cc1cccc(NC(=O)N2CC3CC(C2)c2cccc(=O)n2C3)c1 (configuration not stated),4
CC(C)(C)C(=O)N1Cc2cc(-c3cccc(F)c3)ccc2-n2nncc2C1,-2
O=C1NC(=O)C(=Cc2cc(Cl)ccc2OCc2ccc(C(=O)O)cc2)C(=O)N1,4
O=c1c2cc(Br)ccc2[nH]c(=S)n1-c1ccccc1,-4
CC(C)C12CN3CCN(CC(C3)C1O)C2 (configuration not stated),5
C[N+]1(C)C2CCC1CC(OC(=O)C(CO)c1ccccc1)C2 (configuration not stated),-4
COc1ccc(-n2c(O)c(C=NCc3ccc4c(c3)OCO4)c(=O)[nH]c2=O)cc1,-1
COCCCn1c(-c2ccc(OC)cc2)cc(C(=O)NC2CCCCCCC2)c1C,-4
CCOC(=O)C1C2NC(=O)N(Cc3ccccc3)C1(C)Oc1c(OC)cccc12 (configuration not stated),-3
CCC(=O)O[C@@H]1[C@@H](OC(C)=O)[C@@]2(O)C(C[C@H](O)C2(C)C)[C@](C)(O)[C@H]2CC[C@@H]3[C@@H](O)[C@]12C[C@@]3(C)O (some centres not stated),0
c1ccc2[nH]c(CCNC3CCCCC3)nc2c1,0
CCc1cc2c(s1)NC(=O)CN=C2c1cccs1,-2
Fc1cccc(-c2ccc3c(c2)CN(c2cccc(Cl)c2)Cc2cnnn2-3)c1,4
NC(Cc1ccc(N(CCCl)CCCl)cc1)C(=O)O (configuration not stated),7
COc1cc(CC2(CCc3ccncc3)C(=O)N(C)C(=O)N(C)C2=O)cc(OC)c1OC,-1
O=c1[nH]c(=O)n(C2CCCCC2)c(O)c1C=NCCCn1ccnc1,1
C[C@@H]1CN([C@@H](C)CO)C(=O)CCCn2nncc2CO[C@H]1CN(C)C(=O)Oc1ccc2ccccc2c1,-1
CC1CCCCN1Cc1cccnc1 (configuration not stated),13*
Cn1cc(C(=O)NCc2ccccc2)c2ccccc21,3
COC(=O)C1=C(c2ccccc2OCc2ccccc2)C[C@@H]2CC[C@H]1N2C(=O)NCCN1CCOCC1,-3

# Structures from the list above with an aryl methoxy group, in the order listed:
SMILES,TbREL1 primary
COc1ccccc1NC1=NCCS1,6
COc1cc(CC2(CCc3ccncc3)C(=O)NC(=O)NC2=O)cc(OC)c1OC,-2
COc1ccc(-c2cc(=NCCCCCC(=O)O)c3cc(C)ccc3o2)cc1,4
CCOC(=O)[C@]12Cc3cc(OC)ccc3[C@H]1N(Cc1ccccc1)C(=O)c1ccccc12,0
COc1cc2c3cc1Oc1c(OC)c(OC)cc4c1[C@H](Cc1ccc(cc1)Oc1cc(ccc1O)C[C@H]3N(C)CC2)N(C)CC4,-1
CCCCCN1C(=O)c2cc(OC)ccc2[C@@]2(C(=O)OCC)Cc3cc(OC)ccc3[C@@H]12,6
COC(=O)C1=C(c2ccc(-c3ccccc3)c(F)c2)C[C@@H]2CC[C@H]1N2C(=O)N1CCc2cc(OC)c(OC)cc2C1,1
COc1ccc(-c2ccc3c(c2)CN(C(=O)C(C)(C)C)Cc2cnnn2-3)cc1,1
COc1ccc2c(c1O)C13CCN(C)C(C2)C1CCC(=O)C3 (configuration not stated),-1
COc1ccccc1NC(=O)COC(=O)c1cn(C)c2ccccc12,0
CCC(=Nc1ccc(OC)cc1OC)c1c(O)n(C2CCCCC2)c(=O)[nH]c1=O,-2
COC(=O)C1=C(c2ccc(OC)c(OC)c2)C[C@@H]2CC[C@H]1N2C(=O)NCc1cc(C)oc1C(F)(F)F,-1
COc1ccc(-n2nnnc2C(CCc2ccccc2)N2CCC(n3c(=O)[nH]c4ccccc43)CC2)cc1 (configuration not stated),-1
COc1ccc(-n2c(O)c(C=NCc3ccc4c(c3)OCO4)c(=O)[nH]c2=O)cc1,-1
COCCCn1c(-c2ccc(OC)cc2)cc(C(=O)NC2CCCCCCC2)c1C,-4
CCOC(=O)C1C2NC(=O)N(Cc3ccccc3)C1(C)Oc1c(OC)cccc12 (configuration not stated),-3
COc1cc(CC2(CCc3ccncc3)C(=O)N(C)C(=O)N(C)C2=O)cc(OC)c1OC,-1

# A portion of the library; rates above refer to the full screens.
